Bioassay records deposited in PubChem by several laboratories.
b-catenin transl – modulators of beta-catenin nuclear translocation, primary screen, imaging, HeLa cells, immunofluorescence, high-content; nuclear translocation activity, % at 5 µM; 0.3% of 190,000 active; AID 1665, 2009;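 active = nuclear translocation activity above 50% at 5 µM, with a well cell count of 50 or more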;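 note: per-cell ratio of nuclear to cytoplasmic median beta-catenin stain intensity; plate controls were DMSO negative control for no effect and GSK-3 inhibitor IX positive control for full effect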
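assay system = human HeLa cells, endogenous beta-catenin | times = compound treatment 24 h, 37°C, 5% CO2 | detection = Anti-beta-catenin immunofluorescence on PFA-fixed, Triton-permeabilized cells, DAPI nuclei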
PMI inhibitors – inhibitors of human PMI, primary screen, biochemical, fluorescence intensity, coupled assay (AID 1209). Mannose-6-phosphate isomerase (Homo sapiens). purified PMI enzyme, coupled fluorescence intensity; higher % means a stronger effect. one-dose inhibition, % at 20 µM; IC50 in µM for titrated hits. 0.42% of 190,000 active;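 note: plate controls were DMSO vehicle for no effect and wells lacking substrate for full effect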
MT stabilizer – microtubule stabilizers in HeLa cells, primary screen, imaging, high-content imaging | HeLa tubulin immunostaining HCS, 24 h; share of cells brighter than vehicle mean+2SD | % tubulin-high responders, % at 10 µM | 0.83% of 200,000 active | AID 2205, 2009;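 active = plate Z-score above 3 for both tubulin-high and condensed-nucleus cell shares, with cell loss under 80%, at 10 µM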;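 note: anti alpha tubulin signal scored within the nucleus-defined area of each cell; some results filed as inactive read as strong as hits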
human PMI inhibitors – human PMI inhibitors, high substrate, primary screen, biochemical, fluorescence intensity, high mannose 6-phosphate (AID 1220); recombinant PMI enzyme, coupled fluorescence intensity; higher % means a stronger effect; inhibition, % at 20 µM; hits with a dose series show IC50 in µM; 0.66% of 190,000 active; Mannose-6-phosphate isomerase (Homo sapiens)
Autophagy HCS – autophagy modulators in MEF cells, primary screen, imaging, high-content, MEF GFP-LC3. MEF GFP-LC3 puncta imaging; test concentration mostly 10 µM. calls only at 10 µM (by protocol). AID 463193, 2010. 0.98% of 190,000 active;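 active = percentage of spot-positive cells more than 3 SD above its plate mean, without a fluorescence outlier flag or 80% toxicity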;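 note: spot-positive cell cutoff set from DMSO-treated cells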
Insulin prom up – insulin promoter activators in MIN6 cells, imaging, high-content screening, mouse beta cells; MIN6 insulin promoter-GFP reporter; active compounds read high; AID 1625, 2009; 0.3% of 190,000 active; z-score at 5 µM;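 active = z-score above 3 at 5 µM with at least 500 cells counted in the well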
WT yeast gro inh – growth inhibition of WT strain, primary screen, mitochondrial fusion inhibitor project, WT and mutant strains, chemical genetic | 2.1% of 190,000 active | inhibition, % at 10 µM | mitochondrial fusion phenotypic screen | AID 1362, 2008; in the data active = inhibition above about 58%; tested in S. cerevisiae
Dynein transport – inhibitors of GR-EGFP nuclear translocation, primary screen, dynein cargo transport inhibitor project, imaging, high-content, 3617.4 mouse cells; 0.47% of 220,000 active; test concentration mostly 20 µM; stimulated with dexamethasone, 1 µM; active compounds read low; AID 1381, 2008; z-score, hits read low;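 active = plate z-score of nuclear minus cytoplasmic receptor signal below a set negative limit, without overly bright fluorescence or cell loss, cut at about -3.5 in these data, passing the limit was not always enough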;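 note: z-score of nuclear minus cytoplasmic ring GR-EGFP intensity difference per well; some compounds called inactive have numbers as strong as hits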
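Buffer or medium: tetracycline-free induction medium containing charcoal-stripped FBS / Reagent: dexamethasone agonist, 1.0 µM final, for 30 min / Technique: automated 10x imaging of fixed Hoechst-stained cells / Times: induction 48 h, compound 1 h, agonist 30 min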
Yfh1-depleted yeast – enhancers of respiration in Yfh1-depleted yeast, dose response, Friedreich's ataxia, plus single-dose screen (AID 1465). 0.074% of 220,000 active. S. cerevisiae Yfh1-off respiration, WST-1 reduction, 72 h; higher fold induction means a stronger effect. one-dose fold induction at 50 µM; EC50 in µM for titrated hits;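 active = fold induction of absorbance versus untreated yeast above a set limit, then at least 30% activation at any dose in follow-up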;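 note: activators that raise dye reduction in frataxin-depleted yeast; strong numbers were not always called active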
WT yeast gro inh mutant strain – second read-out of WT yeast gro inh, no call of its own (marks repeat the call); inhibition, %; mitochondrial fusion phenotypic screen, mutant strain inhibition
Dynein transport cytoplasmic EGFP – also measured in Dynein transport; calls as there; z-score; measured here: cytoplasmic GR-EGFP intensity; active compounds read high
Dynein transport nuclear GR-EGFP – also measured in Dynein transport; calls as there; z-score; measured here: nuclear GR-EGFP intensity;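 lower value marks the stronger effect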
Dynein transport cell count – recorded beside Dynein transport, whose call it bears; z-score; measured here: cell count per field
Insulin prom up cell count – also measured in Insulin prom up; calls as there; cell count; measured here: cytotoxicity, nuclei count;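 total cells summed across four imaged fields per well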
b-catenin transl cell count 5 µM – further read-out of b-catenin transl, marked with its call; cell count; measured here: cell count, cytotoxicity flag
MT stabilizer Hoechst-high % – second read-out of MT stabilizer, no call of its own (marks repeat the call); % Hoechst-high responders; measured here: nuclear condensation Hoechst responders;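 share of cells brighter than vehicle mean plus two SD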
MT stabilizer cytotoxicity % – further read-out of MT stabilizer, marked with its call; toxicity, %; measured here: cytotoxicity by cell density;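 0% = mean cell density of plate MIN control wells and 100% = no cells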
Autophagy HCS cell loss 18 h – also measured in Autophagy HCS; calls as there; toxicity, %; measured here: cell loss, nuclei count;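 cell loss after 18 h compound exposure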
* hit, by the source's call; i = inactive; . = not tested or not shown. Cut-off read from the data, not from the text of the source, unless noted: active = inhibition above about 50%; inactive = the rest.

SMILES | b-catenin transl | b-catenin transl cell count 5 µM | PMI inhibitors | MT stabilizer | MT stabilizer Hoechst-high % | MT stabilizer cytotoxicity % | human PMI inhibitors | Autophagy HCS | Autophagy HCS cell loss 18 h | Insulin prom up | Insulin prom up cell count | WT yeast gro inh | WT yeast gro inh mutant strain | Dynein transport | Dynein transport cytoplasmic EGFP | Dynein transport nuclear GR-EGFP | Dynein transport cell count | Yfh1-depleted yeast
CC(=O)Nc1ccc(OC(=O)c2c(-c3ccccc3Cl)noc2C)cc1 | -1.3 | 552 | -8% | 4.1 | 2.3 | 1.8 | -3% | i | 4 | -0.32 | 1258 | 16 | 16 | 0.96 | -0.27 | 0.83 | -0.38 | i
COc1ccc(OCC(O)CN2C(=O)NC(C)(C)C2=O)cc1 (stereo unspecified) | -3.1 | 1269 | -2% | 2.5 | 2.2 | 8.3 | 5% | i | 12 | . | . | 4 | 4 | -0.2 | -0.55 | -0.13 | 0.22 | i
Cc1c(Br)cc(C(=O)N2CCCC2)c(C)c1C | -0.2 | 1075 | 10% | 2.4 | 2.2 | 8.7 | 5% | i | 6 | 0.78 | 1480 | 9 | -5 | -0.47 | -0.46 | -0.35 | 0.79 | i
CC(C)CC(C(=O)NC1CCCC1)N(Cc1ccc2c(c1)OCO2)C(=O)c1snc(C(N)=O)c1N (stereo unspecified) | 0.4 | 1562 | 9% | 1.3 | 1.6 | 7.4 | 3% | i | 1 | -0.59 | 1355 | -6 | 4 | 0.18 | -0.37 | 0.2 | 1 | i
S=C(Nc1ccccc1)N1CCN(c2ccc(N3CCOCC3)nn2)CC1 | 1.0 | 1245 | 0% | 3.9 | 1.7 | 9.4 | -1% | i | -8 | -0.4 | 1090 | -1 | 4 | -0.12 | -0.22 | -0.36 | 0.22 | i
Cc1ccccc1OCC(=O)NC(=S)Nc1ccc(Br)c(C)n1 | 10 | 973 | -8% | 3.8 | 3.8 | 14 | 0% | i | -24 | -0.29 | 1541 | 1 | 10 | -0.44 | 0.013 | 0.2 | 0.48 | i
COCCN(C(=S)Nc1cccc(OC)c1)C1CCN(C(C)=O)CC1 | -0.6 | 1125 | 4% | 2.8 | 2.6 | 9.1 | -8% | i | 1 | -0.74 | 1421 | -2 | -7 | -0.18 | -0.17 | 0.013 | -0.28 | i
COCCOC(=O)C1=C(C)N=c2s/c(=C\c3cccs3)c(=O)n2C1c1cccs1 (stereo unspecified) | . | . | 8% | 1.9 | 2.1 | 6.4 | 3% | i | 4 | . | . | 4 | 4 | 0.34 | -0.24 | 0.24 | -0.19 | i
Cn1nc(C(F)(F)F)c2cc(NC(=O)OCC(C)(C)C)sc21 | -1.2 | 830 | -6% | 1.9 | 1.6 | 2.5 | -12% | i | 11 | -0.24 | 1366 | 8 | 19 | -0.77 | -0.17 | 0.44 | -0.3 | i
CC(C)Cc1ccc(-c2cc(=O)[nH][nH]2)cc1 | 0.9 | 968 | -3% | 0.9 | 1.4 | 6.1 | 0% | i | 17 | 0.2 | 1661 | 28 | 23 | -0.7 | -0.28 | -0.3 | 0.54 | i
COc1cc(NC(=O)c2cc3ccccc3cc2O)c(OC)cc1Cl | -0.7 | 1334 | . | . | . | . | . | . | . | -1.5 | 1090 | . | . | 0.098 | -0.18 | 0.71 | -1.2 | i
Cc1ccc(NC(=O)CN(c2ccc(Cl)cc2)S(=O)(=O)c2cc([N+](=O)[O-])ccc2Cl)c(C)c1 | 2.0 | 1436 | 15% | 2.3 | 3.3 | 9.4 | 16% | i | 5 | 0.64 | 1338 | 6 | 1 | -1.4 | -0.25 | -0.61 | 0.67 | i
COc1ccc(/C=N/n2c(-c3cccs3)n[nH]c2=S)cc1 | . | . | 6% | 1.2 | 1.5 | 7.2 | 1% | i | 11 | . | . | 24 | 24 | -0.013 | -0.22 | 0.18 | 0.059 | i
O=C(CSc1ncn[nH]1)Nc1nsc(-c2ccccc2)n1 | -1.6 | 947 | -5% | 2.5 | 3.2 | 6.2 | 7% | i | -10 | -0.29 | 1433 | -2 | -5 | 1.2 | -0.3 | 0.081 | -0.53 | i
C#CCOCCOCCOCCNc1nc(N2CCN(C(=O)[C@H]([C@@H](C)CC)n3cc([C@@H](N)CC(C)C)nn3)CC2)nc(N2CCN(C(=O)[C@H](CCCCN)n3cc([C@@H](N)CC(C)C)nn3)CC2)n1 | -3.3 | 1139 | -16% | 2.9 | 1.8 | 6.4 | -26% | i | 1 | -0.56 | 1486 | -14 | -14 | -0.27 | -0.26 | 0.13 | -0.24 | i
CC(CNS(=O)(=O)c1ccccc1)Sc1nncn1C (stereo unspecified) | 2.4 | 1318 | . | . | . | . | . | . | . | -0.02 | 1036 | . | . | -0.55 | -0.27 | -0.37 | 0.41 | i
CCc1ccc(N(C(C)=O)C2C=CS(=O)(=O)C2)cc1 (stereo unspecified) | 0.4 | 1115 | 15% | 2.1 | 2.1 | 5.9 | 16% | i | 8 | 0.52 | 1949 | -7 | 2 | 0.19 | -0.032 | 0.36 | -0.34 | i
Cc1[nH]n(-c2cccc(Cl)c2)c(=O)c1/C=N/n1c(C)nc2ccccc2c1=O | 1.3 | 1047 | -14% | 0.8 | 1.1 | 5.3 | -31% | i | -12 | 0.41 | 706 | 0 | -10 | -0.68 | 0.21 | -0.2 | 0.98 | i
N#Cc1c(/N=C/c2cccnc2)sc2c1CCCC2 | 1.6 | 1355 | . | . | . | . | . | . | . | 0.62 | 1141 | . | . | -0.18 | -0.24 | -0.066 | -0.56 | i
COc1ccc(N=Cc2ccc(-c3ccccc3)o2)cc1 | 0.8 | 915 | 10% | 2.0 | 1.9 | 4.9 | 42% | i | -10 | -0.29 | 1353 | -3 | -4 | 0.2 | -0.34 | 0.37 | 0.43 | i
CC1CN(C(=O)c2cccc(C(=O)N3CC(C)OC(C)C3)c2)CC(C)O1 (stereo unspecified) | -1.2 | 947 | 5% | 0.8 | 2.2 | 7.7 | 10% | i | -8 | 0.72 | 1009 | -3 | -3 | 0.34 | -0.2 | -0.052 | 0.11 | .
CCn1c(SCC(=O)N2CCN(c3cccc(Cl)c3)CC2)nc2ccccc2c1=O | -5.8 | 562 | 11% | 1.2 | 1.8 | 8.3 | 14% | i | -8 | . | . | 11 | 6 | 0.87 | -0.24 | 0.9 | -0.91 | i
Cc1nc2cc(N)ccc2n1-c1ccccc1 | -2.0 | 907 | 8% | 4.0 | 4.3 | 8.4 | 22% | i | 16 | 2 | 1227 | -5 | 5 | 0.95 | -0.0048 | 0.76 | 0.01 | i
CC(C(=O)NC1CCCc2ccccc21)N1CCN(c2ccc(F)cc2)CC1 (stereo unspecified) | 45 | 515 | 7% | 6.2 | 2.0 | 8.1 | 1% | i | 8 | -0.05 | 1414 | 19 | 4 | -0.091 | 0.37 | -0.077 | 0.34 | i
COCCn1nnnc1C(c1ccc(OC)cc1)N1CCC(C)CC1 (stereo unspecified) | -4.6 | 1210 | -3% | 2.3 | 1.8 | 5.2 | -11% | i | -12 | 0.07 | 1290 | -21 | -5 | 0.55 | -0.19 | 0.66 | 0.092 | i
CCC(C)[C@@H](C(=O)Nc1ccc2c(c1)OCO2)N1Cc2ccccc2C1=O (stereo partly specified) | -2.3 | 1191 | 14% | 5.7 | 3.0 | 3.8 | 23% | i | 9 | 0.94 | 883 | 14 | 10 | -0.38 | -0.22 | -0.21 | 0.027 | i
CCOc1cccc(C(=O)NC(=S)Nc2cccc(C)c2)c1 | -0.8 | 559 | 8% | 1.5 | 3.1 | 9.6 | 8% | i | 10 | -0.04 | 1321 | 35 | 22 | -0.024 | -0.15 | 0.13 | 0.017 | i
CC(C)(C)C(=O)Nc1cccc(-c2nc3ccccc3c(=O)o2)c1 | -0.9 | 1358 | -5% | 2.6 | 1.6 | 8.2 | -5% | i | -2 | -0.29 | 1704 | -6 | -12 | -0.27 | -0.26 | -0.98 | 0.24 | i
C/C(=N\NC(=O)c1ccc2c(c1)OCO2)c1ccc(C(=O)O)s1 | -1.0 | 1027 | -8% | 1.6 | 1.4 | 14 | -6% | i | 2 | 0.64 | 1498 | -8 | -5 | 0.47 | -0.2 | 0.27 | -0.054 | i
COc1ccc(NC(=O)CSc2nnc(Cn3cnc4ccccc43)n2C)cc1 | -1.3 | 576 | -4% | 3.4 | 2.5 | 5.2 | 0% | i | -3 | . | . | -20 | 7 | -0.89 | -0.18 | -0.49 | 0.89 | i
Cc1c(C(=O)O)sc2ncn(C)c(=O)c12 | 0.8 | 985 | 8% | 1.1 | 1.6 | 3.0 | 4% | i | -3 | 0.1 | 1728 | 2 | -14 | -0.71 | 0.068 | -0.095 | 0.22 | i
